Source: PubChem BioAssay
IDE act – human IDE activators in live cells, primary screen, fluorescence polarization, HEK cells, FAbeta-B substrate; FAbeta-B cleavage; 0% vehicle, 100% cell-free pure enzyme wells; AID 493087, 2011; 0.073% of 340,000 active; activation, % at 5.96 µM;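 active means activation above the mean of all tested compounds plus 3 SD, set per screening campaign, cut at about 17% in these data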
Target sequence (P14735 whole entry, looked up): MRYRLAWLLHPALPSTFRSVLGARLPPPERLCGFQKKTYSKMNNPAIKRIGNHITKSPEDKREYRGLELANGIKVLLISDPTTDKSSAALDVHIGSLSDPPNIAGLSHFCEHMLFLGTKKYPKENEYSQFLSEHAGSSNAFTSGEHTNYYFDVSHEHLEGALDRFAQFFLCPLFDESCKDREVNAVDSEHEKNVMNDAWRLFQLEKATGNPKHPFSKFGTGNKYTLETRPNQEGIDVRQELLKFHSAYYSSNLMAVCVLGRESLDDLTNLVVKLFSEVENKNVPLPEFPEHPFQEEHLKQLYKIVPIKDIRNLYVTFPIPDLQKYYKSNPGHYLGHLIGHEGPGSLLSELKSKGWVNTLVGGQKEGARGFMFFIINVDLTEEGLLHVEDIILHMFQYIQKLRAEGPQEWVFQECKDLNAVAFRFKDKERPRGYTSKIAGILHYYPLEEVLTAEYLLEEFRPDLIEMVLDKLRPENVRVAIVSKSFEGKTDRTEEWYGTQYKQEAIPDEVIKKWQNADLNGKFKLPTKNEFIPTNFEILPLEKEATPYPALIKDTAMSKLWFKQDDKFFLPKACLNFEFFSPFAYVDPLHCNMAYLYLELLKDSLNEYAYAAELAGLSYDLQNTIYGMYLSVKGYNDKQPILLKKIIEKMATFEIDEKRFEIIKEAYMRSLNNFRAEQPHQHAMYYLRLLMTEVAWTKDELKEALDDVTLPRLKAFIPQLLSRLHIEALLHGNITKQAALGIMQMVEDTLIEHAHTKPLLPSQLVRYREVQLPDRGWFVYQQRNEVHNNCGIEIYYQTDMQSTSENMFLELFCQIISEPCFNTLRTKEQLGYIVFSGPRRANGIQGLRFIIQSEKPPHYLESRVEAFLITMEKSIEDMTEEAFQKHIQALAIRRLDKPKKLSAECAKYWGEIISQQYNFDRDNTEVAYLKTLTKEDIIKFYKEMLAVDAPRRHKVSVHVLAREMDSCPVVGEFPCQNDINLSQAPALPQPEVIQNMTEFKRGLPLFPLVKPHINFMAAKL
* hit, by the source's call. The list is partial; the hit share may differ from the screen's.

canonical_smiles	IDE act
O=C(c1cccc(S(=O)(=O)N2CCc3ccccc32)c1)N1CCN(c2ccccc2)CC1	2.5
COc1ccc(C2CC(=O)Oc3cc(O)ccc32)cc1 (stereo not given)	-1.6
Cc1ccc(C(=O)CCC(=O)OCC(=O)N2c3ccccc3NC(=O)C2(C)C)cc1	3.2
NC(=O)c1ncn([C@@H]2O[C@H](CNS(=O)(=O)c3cc(S(=O)(=O)c4ccccc4)cs3)[C@@H](O)[C@H]2O)n1	-2.2
CCOc1ccccc1C(=O)OCC(=O)Nc1cccc(S(=O)(=O)NC2=NCCCCC2)c1	2.5
Cc1cccc(N=[N+]([O-])c2cccc(C)n2)n1	-0.4
O=S(OCCN1CCCC1)C(c1ccccc1)c1ccccc1 (stereo not given)	4.3
Cc1csc(N2C(=O)C3C4CCC(O4)C3C2=O)n1 (stereo not given)	3.6
CC[C@]12C(=O)N(C)C[C@H]([C@@H]3C(=O)N(C)C(=O)[C@@H]31)N2C(=O)c1ccc(Cl)c(Cl)c1	-0.4
c1ccc2nc(N3CCOCC3)c(N3CCCC3)nc2c1	1.6
COc1ccccc1C(C)NC(=O)CCC(=O)N1CCN(S(=O)(=O)c2ccc(Cl)cc2)CC1 (stereo not given)	2.6
CC(=O)c1ccc(CCCCc2ccc(C(C)=O)cc2)cc1	0.8
CN1/C(=C/C(=O)COC(=O)C2COc3ccccc3O2)C(C)(C)c2ccccc21 (stereo not given)	-4.6
Cc1ccc(OCC(=O)Nc2ccc(C)c(F)c2)c([N+](=O)[O-])n1	5.7
Cc1cc(C(=O)O)cc(S(=O)(=O)Nc2ccccc2C(=O)NC2CC2)c1C	0.1
O=C(NCCCc1ccccc1)c1cccc(NC(=O)C2CCC2)c1	0.4
O=C(NCCc1ccccc1)c1c[nH]c2ccc(F)cc2c1=O	5.9
NNc1cccc(C=Cc2ccccc2)cc1=O	-3.5
CCN(C(=O)CSc1n[nH]c(-c2ccc(OC)cc2)n1)c1c(N)n(Cc2ccccc2)c(=O)[nH]c1=O	5.8
O=C(CN1CCN(C(=O)C2CCN(C(=O)/C=C/c3ccccc3)CC2)CC1)Nc1ccc(F)cc1	3.0
CN(CC(=O)Nc1cccc(F)c1)C(=O)CNC(=O)Cc1cccc2ccccc12	5.8
O=C(Nc1ccccc1Cl)C1C2CCCCC21 (stereo not given)	1.7
CCOC(=O)C1CCCN(CC(=O)Nc2ccc(C(=O)Nc3ccccc3OC)cc2)C1 (stereo not given)	5.7
Cc1cccc(-c2ccc3c(c2)C2CC3CCN2C)c1 (stereo not given)	2.5
Cc1ccc(C(=O)NCC(=O)N(C)Cc2cccc(F)c2)s1	2.6
CC[C@]12c3[nH]c4cc(CCC(=O)N(C)C)ccc4c3CCN1C(=O)[C@@H](CC(=O)NCCN1CCOCC1)C[C@@H]2C(=O)N1CCN(C(=O)C2CC2)CC1	4.6
CCOC(=O)c1ccc(-c2cccc(-c3cc(=O)oc4cc(OC)cc(OC)c34)c2)cc1	4.1
CC(C)(C)OC(=O)N1CCCC(C(=O)Nc2cccc(C(=O)NCCCCc3ccccc3)c2)C1 (stereo not given)	-3.3
CC1(C)CN=C(c2ccccc2)NC1	6.1
CC(=O)c1cccc(NC(=O)COC(=O)Cc2ccc(Cl)cc2)c1	5.2

4 of these compounds, set out differently.
CC[C@]12C(=O)N(C)C[C@H]([C@@H]3C(=O)N(C)C(=O)[C@@H]31)N2C(=O)c1ccc(Cl)c(Cl)c1
  IDE act: -0.4
CCOc1ccccc1C(=O)OCC(=O)Nc1cccc(S(=O)(=O)NC2=NCCCCC2)c1
  IDE act: 2.5
Cc1cc(C(=O)O)cc(S(=O)(=O)Nc2ccccc2C(=O)NC2CC2)c1C
  IDE act: 0.1
CC(=O)c1cccc(NC(=O)COC(=O)Cc2ccc(Cl)cc2)c1
  IDE act: 5.2

Next compounds follow.
canonical_smiles	IDE act
CC12CCC(=O)C=C1CCC1C2CCC2(C)C1CC1C3C(=O)N(Cc4ccccc4)C(=O)C3CC(=O)C12 (stereo not given)	0.8
C=CC1(C)CN(Cc2ccco2)S(=O)(=O)c2c(F)cccc2O1 (stereo not given)	0.9
C=CCn1c(=O)/c(=C/c2ccsc2)s/c1=C(\C#N)C(=O)NCCN1CCOCC1	0.6
CCCCn1c(N)c(N(C(=O)CSc2nnnn2-c2ccc(C)cc2)C2CCCC2)c(=O)[nH]c1=O	7.5
Cc1cc(C)nc(NN=CC2=C(N3CCOCC3)/C(=C/c3ccc(Cl)cc3)CC2)n1	-0.5
N#Cc1ccc(COC(=O)CN2C(=O)NC3(CCCC3)C2=O)cc1	1.4
O=C(CC(=O)c1ccccn1)c1ccccc1	3.2
CC(CCC(=O)NN)C1CCC2C3CCC4CC(O)CCC4(C)C3CCC12C (stereo not given)	4.3
O=C(NCC(=O)N1CCCC(C(F)(F)F)C1)c1cccs1 (stereo not given)	-1.3
Nc1c(/C=C2/C=CC(=O)C(O)=C2)c(=O)nc2sc(CC(=O)N3CCOCC3)nn12	-4.5
CC(=NNc1ccc2ccccc2n1)c1ccccc1O	1.9
CC(C)(C)C(=O)Nc1ccc(C(=O)COC(=O)C2=COCCO2)cc1	-1.2
CCN(CC)CCSc1nc2c([nH]1)c(=S)n(C)c(=O)n2C	2.0
CCCCN(C(=O)c1ccc2c(c1)S(=O)(=O)N=C1CCCCCN12)c1c(N)n(CC(C)C)c(=O)[nH]c1=O	7.4
CCCCc1nc2sc3c(=O)[nH]c(=S)[nH]c3c2c2c1CCC2	2.6
C[C@@H](N)C(=O)N[C@H]1CCC2C3CC=C4C[C@@H](O)CC[C@]4(C)C3CC[C@@]21C (stereo not given in full)	0.0
COC(=O)C1=C(C)NC(C)=C(C(=O)OC)C1C(=O)OCc1nnc(-c2ccccc2Cl)o1	7.0
O=C(Nc1ccn(CCCNCC2CCCO2)c(=O)n1)OCc1ccccc1 (stereo not given)	-3.9
Cc1ccccc1C(=O)N1[C@@H](C(C)C)COc2cc(Br)ccc2S1(=O)=O	-0.6
CS(=O)(=O)c1ccc(NC(=O)c2cc3c(cc2Cl)N2CCCCCC2=NS3(=O)=O)cc1	4.7
CC1CCCCC12NC(=O)N(CC(=O)N1CCN(S(=O)(=O)c3ccc4c(c3)CCC4)CC1)C2=O (stereo not given)	1.4
CNS(=O)(=O)c1ccc(CNC[C@H]2O[C@@H](n3cnc(C(N)=O)n3)[C@H](O)[C@@H]2O)cc1	2.3
c1coc(-c2nc3ccccc3s2)c1	-0.5
O=C(OCC1COC(c2ccccc2)(c2ccccc2)O1)c1ccccc1 (stereo not given)	1.1
CN(CC(=O)Nc1ccccc1Br)C(=O)c1ccccc1OCc1ccc(Cl)cc1	0.3
CS(=O)(=O)c1cccc(C(=O)OCC(=O)c2ccc3c(c2)OCCO3)c1	-2.1
COc1ccccc1C(=O)OCC(=O)NC12CC3CC(CC(C3)C1)C2	1.4
CCN(CC(=O)Nc1ccc(NC(C)=O)cc1)C(=O)/C=C/c1c(C)nn(-c2ccc(F)cc2)c1Cl	2.5
OC(c1cc(-c2cccc(Cl)c2)nc2ccccc12)C1CCCCN1 (stereo not given)	5.7
O=C(NCC(c1cccs1)N1CCOCC1)c1cc(S(=O)(=O)N2CCOCC2)ccc1Cl (stereo not given)	-2.8

Quoted at random: two records from the list
canonical_smiles	IDE act
O=C(Nc1ccccc1Cl)C1C2CCCCC21 (stereo not given)	1.7
CC(C)(C)C(=O)Nc1ccc(C(=O)COC(=O)C2=COCCO2)cc1	-1.2

(listing goes on)
canonical_smiles	IDE act
Clc1nc(NC2CCCCC2)c2cn[nH]c2n1	-0.3
CC(C)(C)OC(=O)N(Cc1ccccc1)Cc1ccccc1OCc1cccc(NC(=O)C2CC2)c1	-1.0
Cc1ccc(S(=O)(=O)N2CCN(C(=O)COC(=O)COc3ccc(Cl)cc3)CC2)c(C)c1	5.8
O=S(=O)(CCNCc1ccco1)NC1CCCCC1	1.0
O=C1C[C@@H]2c3c(cccc3CN1Cc1ccccc1)C[C@@H](O)[C@H]2O	3.3
Oc1ccc(-c2nccs2)cc1	-4.3
COc1ccc(NS(=O)(=O)c2cccc(C(=O)N/N=C/c3ccccc3OC)c2)cc1	7.2
O=C(OCc1ccccc1)N1CCC2CC1c1cc(Cl)ccc12 (stereo not given)	2.9
CCOC(=O)C1CCN(C(=O)COC(=O)CNS(=O)(=O)c2ccc(SC)c([N+](=O)[O-])c2)CC1	1.6
CCOc1ccc(S(=O)(=O)N2CCN(CCNS(=O)(=O)c3ccc(C)cc3)CC2)cc1	-4.0
COc1ccc2c(c1)C(O)C(CO)C(C(=O)O)C2 (stereo not given)	-1.0
Cc1cn(C2CCCCO2)c(=O)nc1NO (stereo not given)	5.1
CC(C)N(C(=O)[C@H]1C[C@H](CC(=O)NCCCn2ccnc2)C(=O)N2CCc3c([nH]c4cc(CCC(=O)N(C)C)ccc34)[C@]12C)C(C)C	1.7
Cc1ccc(NC(=O)c2ccc3c(=O)n4c(nc3c2)CCC4)cc1S(=O)(=O)N(C)C	-0.7
O=C(NCC1COc2ccccc2O1)c1ccc(F)c(S(=O)(=O)N2CCOCC2)c1 (stereo not given)	-4.4
CCc1cc(C(=O)N2CCN(C(=O)c3ccccc3)CC2)sc1C	-4.0
COc1cc(C2c3[nH]c4ccccc4c3CC3COC(=O)N32)cc(OC)c1O (stereo not given)	1.9
COc1ccc(NC(=O)CCC(=O)c2ccc(F)cc2)cc1	1.0
Cc1ccc2nc(COC(=O)CNC(=O)c3ccccc3)cn2c1	4.7
O=C(OCc1ccccc1C(F)(F)F)c1ccc(Br)c(S(=O)(=O)N2CCOCC2)c1	2.3
COc1cc(OC)c2c(-c3cccc(-c4ccc(C(F)(F)F)cc4)c3)cc(=O)oc2c1	-0.7
CCOC(=O)c1c(NC(=O)COC(=O)CCNS(=O)(=O)c2ccccc2)sc(C(=O)N(C)C)c1C	-4.3
O=C1CCC[C@@H]2Cc3nc4cc5c(cc4cc3[C@@H]3CCN1[C@H]23)OCO5	-4.5
CN(C(=O)c1cccc(NC(=O)Cc2ccc(NC(=O)C3CCN(C(=O)c4ccccc4)CC3)cc2)c1)C1CCCC1	1.8
COc1cc2oc(=O)cc(-c3ccc(-c4ccc(C)cc4)cc3)c2c(OC)c1OC	5.2
CCC(=O)CN(Cc1cc(OC)ccc1OC)S(=O)(=O)c1ccccc1Br	2.0
c1ccc(CCNCc2cccs2)nc1	6.6
COc1ccc2[nH]c3c(c2c1)CCN1C(=O)C(CC(=O)NCCCn2ccnc2)C[C@H](C(=O)N2CCOCC2)[C@@]31C (stereo not given in full)	7.2
CC(=O)c1ccc(OCC(=O)NCCC2=CCCCC2)cc1	2.9
O=C(COc1ncnc2sccc12)NC1CCCCC1	0.7

canonical_smiles	IDE act
O=C(Cc1ccc2c(c1)OCCO2)Nc1cc(Cl)ccc1N1CCOCC1	-0.8
CC(C)NC1(C#N)CCN(Cc2ccccc2)CC1	-0.9
C=CS(=O)(=O)N(Cc1ccccc1Br)[C@H](CO)Cc1ccccc1	7.8
Cc1ccc(NC(=O)CSCC(=O)N(C)CC(=O)Nc2ccccc2C(F)(F)F)cc1	3.3
O=C(CN1CCN(CC(=O)c2ccccc2)CC1)c1ccccc1	1.8
COc1cc(NC(=O)Cn2cnc3c(NCc4ccccc4)ncnc32)cc(OC)c1OC	-2.7
COc1ccc(CCNC(=O)c2ccc(NC(=O)CC3SC(N4CCCCC4)=NC3=O)cc2)cc1 (stereo not given)	-3.1
N#CC1C(=O)NC(=O)C(C#N)C12CCCC(C(F)(F)F)C2 (stereo not given)	2.5
CCCCN1C=C(C(C)=O)C(=O)CC1	2.1
COc1ccccc1NS(=O)(=O)c1ccc(C)c(C(=O)Nc2ccc(S(=O)(=O)Nc3onc(C)c3C)cc2)c1	-5.3
CC12CCC=CC1=C(C=O)C1C2CCC2(C)C(O)CCC12 (stereo not given)	3.2
CC(C)Sc1ncnc2[nH]ncc12	0.0
CN(C(=O)c1cccc(NC(=O)Cc2ccc(NC(=O)C3CCN(S(=O)(=O)c4cccc([N+](=O)[O-])c4)CC3)cc2)c1)C1CCCCC1	5.1
COC(=O)C1CC2=C(CCC2=O)N(c2ccccc2)C1=O (stereo not given)	-0.5
O=C(COC(=O)CCNS(=O)(=O)c1ccc(Cl)cc1)Nc1ccccc1OC(F)F	3.6
CN(C(=O)c1ccc(NC(=O)Cc2ccc(NC(=O)C3CCN(C(=O)c4ccccc4)CC3)cc2)cc1)C1CCCC1	-0.6
CCOC(=O)C1=CN(Cc2ccco2)S(=O)(=O)NC1c1ccc(Br)cc1F (stereo not given)	-1.4
O=C(CN1CCOCC1)N1CCOCC1	7.6
COc1ccc(C(C)(C)C)cc1S(=O)(=O)NCC1CCCO1 (stereo not given)	0.4
CC(=O)NC1CC2CCCC(C1)N2C(=O)Nc1ccccc1C (stereo not given)	7.1
CC(C)CN(CC(C)C)c1nn[nH]n1	2.0
CC(=O)c1ccc(NC(=O)c2ccc(-n3cnnn3)cc2)cc1	2.7
CC(=O)C1CCC2C3CCC4CC(OC(=O)CCC(=O)O)CCC4(C)C3C(=O)CC12C (stereo not given)	1.0
O=C1C2CCCCN2C(=O)N1CCCN1CCN(c2cccc(C(F)(F)F)c2)CC1 (stereo not given)	1.7
COc1ccc(CNC(=O)CN2CCC(NC(=O)c3cccc(OC)c3)CC2)cc1	2.5
O=C(/C=C/c1ccccc1)Nc1cccc(C(=O)N2CCCCC2)c1	-2.4
Cc1cc(C)cc(C(=O)N2CCCCC2)c1	-3.8
O=C(CC1SC(N2CCOCC2)=NC1=O)Nc1ccc(Cl)cc1 (stereo not given)	1.6
COc1ccccc1CN(C)CC(=O)Nc1cccc(S(=O)(=O)N2CCCCC2)c1	-2.9
